High-throughput results as filed in PubChem.
KDM4C inh = inhibitors of GASC-1 (KDM4C) histone demethylase, primary screen, biochemical, single concentration HTS. GST-KDM4C 2-372, H3K9me3 peptide, LANCE TR-FRET. Lysine-specific demethylase 4C (Homo sapiens), Q9H3R0. AID 720574, 2013. inhibition, % at 12.5 µM. hit rate 0.15% among 96,000;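 active = mean replicate inhibition above about 25%, with at least 55% of replicates also reaching it, limit read from the data, passing the limit was not always enough; inconclusive = only one of those two conditions met; inactive = neither condition met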
Target sequence (Q9H3R0 2-372 limits assumed): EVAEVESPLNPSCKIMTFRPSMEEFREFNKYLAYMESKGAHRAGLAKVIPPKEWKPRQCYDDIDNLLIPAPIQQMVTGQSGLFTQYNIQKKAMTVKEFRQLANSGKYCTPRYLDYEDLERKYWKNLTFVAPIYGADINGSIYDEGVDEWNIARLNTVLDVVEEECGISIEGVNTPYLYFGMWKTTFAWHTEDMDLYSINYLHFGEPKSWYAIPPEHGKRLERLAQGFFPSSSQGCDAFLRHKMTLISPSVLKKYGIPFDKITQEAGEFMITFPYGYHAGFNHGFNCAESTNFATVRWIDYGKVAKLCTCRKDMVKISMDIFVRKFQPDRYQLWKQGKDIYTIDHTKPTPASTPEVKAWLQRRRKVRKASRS
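material = GST-tagged GASC-1 (JMJD2C) catalytic fragment, aa 2-372 | amount = enzyme final amount 10 nM | medium = HEPES buffer, pH 7.5, plus ascorbate | also added = H3K9me3 peptide substrate, Fe(II), 2-oxoglutarate | dosing = single dose | times = 30 min demethylation and 1 h detection at room temperature | detection = LANCE TR-FRET | read-out basis = Fall in 671/618 emission ratio as inhibition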
Pf Dd2 inh = P. falciparum Dd2 growth inhibitors, primary screen, SYBR Green fluorescence, single dose replicates; AID 1159554, 2015; activity change, % at 10 µM; 72 h; active compounds read low; hit rate 2.3% among 94,000; in the data active = activity change below about -80%; inconclusive = no clear call, values can overlap the other calls
C diff HTS = C. difficile growth inhibitors, primary screen, HTS | hit rate 0.25% among 86,000 | Clostridium difficile clinical isolate growth, OD600, 24 h; active compounds read low | growth activity, negative = inhibition, % at 16 µg/mL (by protocol);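 active = mean growth activity at or below -80% and every replicate also at or below -80%; inconclusive = mean at or below -80% but some replicate above -80%; inactive = mean growth activity above -80%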;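 also: 0% = DMSO wells and -100% = levofloxacin 16 µg/mL wells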
Tcruzi prolif = T. cruzi intracellular proliferation inhibitors, primary screen, cell-based, beta-gal Tulahuen parasites, NIH3T3 host, luminescence; T. cruzi beta-gal in NIH3T3, GalScreen luminescence, 90 h; inhibition, % at 8.34 µM; hit rate 5.9% among 77,000; AID 624255, 2012;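 active = mean inhibition above about 93%, with at least 55% of replicates each passing it, limit read from the data, passing the limit was not always enough; inconclusive = only one of those two conditions holds; inactive = neither condition holds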
Active calls of the source: *; & = joins results of further samples.

O=C(NC1CCCC1)[C@@H]1[C@@H](CO)[C@@H]2Cn3c(cccc3=O)[C@@H]2N1CCc1ccccc1 was read as KDM4C inh 1.4, Pf Dd2 inh -8.8 and C diff HTS 6.5.
C/C=C/c1ccc([C@@H]2[C@@H](CO)N(C(=O)CC3CC3)C23CN(S(C)(=O)=O)C3)cc1 was read as KDM4C inh -1.5, Pf Dd2 inh 12.5 and C diff HTS -4.6.
O=C(C[C@H]1CC[C@H]2[C@@H](COC[C@@H](O)CN2C(=O)c2ccccc2)O1)N1CCOCC1 was read as KDM4C inh 5.0, Pf Dd2 inh 14.1, C diff HTS 5.6&-3.9 and Tcruzi prolif 71.5.
Screening CO[C@H]1CN(C)C(=O)c2cc(NC(=O)c3ccc4c(c3)OCO4)ccc2OC[C@@H](C)N(CCC(F)(F)F)C[C@@H]1C returned KDM4C inh 3.5 and Pf Dd2 inh -50.4.
For COCC#Cc1ccc2c(c1)O[C@H](CN(C)C(=O)Nc1ccc(OC)cc1)[C@H](C)CN([C@H](C)CO)S2(=O)=O the results were KDM4C inh -1.2, Pf Dd2 inh 7.8, C diff HTS 1.8 and Tcruzi prolif -35.9.
`C[C@H](CO)N1C[C@H](C)[C@@H](CN(C)C(=O)c2ccccc2)OCCCC[C@H](C)Oc2ccc(NC(=O)Nc3cccc4ccccc34)cc2C1=O` gave KDM4C inh -2.2, Pf Dd2 inh 7.7, C diff HTS 1.0 and Tcruzi prolif 104.1.
C[C@H]1CN([C@@H](C)CO)S(=O)(=O)c2ccc(C#CC3CC3)cc2O[C@H]1CN(C)Cc1ccncc1 was read as KDM4C inh 0.8, Pf Dd2 inh -10.5, C diff HTS -1.4 and Tcruzi prolif 84.4.
C[C@H](CO)N1C[C@H](C)[C@@H](CN(C)C(=O)C2CCCCC2)OCCCC[C@H](C)Oc2ccc(NC(=O)NC3CCCCC3)cc2C1=O was read as KDM4C inh 0.4, Pf Dd2 inh 19.5, C diff HTS 2.1 and Tcruzi prolif 13.8.
`COc1ccc(S(=O)(=O)Nc2cccc3c2O[C@@H](CN(C)S(=O)(=O)c2c(C)noc2C)[C@@H](C)CN([C@H](C)CO)C3=O)cc1` gave KDM4C inh -0.1, Pf Dd2 inh -17.3 and Tcruzi prolif -29.9.
For O=C(C[C@H]1CC[C@H]2NC[C@H](O)COC[C@@H]2O1)NCc1ccc(Oc2ccccc2)cc1 the results were KDM4C inh 0.7, Pf Dd2 inh 36.8, C diff HTS 2.1&-5.9 and Tcruzi prolif -54.5.
C[C@@H]1CN([C@@H](C)CO)C(=O)c2cc(C3=CCCCC3)cnc2O[C@@H]1CN(C)C(=O)c1cccc(F)c1 was read as KDM4C inh 1.6, Pf Dd2 inh 0.8, C diff HTS -2.1 and Tcruzi prolif 91.5.
For COc1cccc(-c2ccc3c(c2)O[C@@H](CN(C)C(=O)C2CCCCC2)[C@@H](C)CN([C@@H](C)CO)S3(=O)=O)c1 the results were KDM4C inh -1.9, Pf Dd2 inh -47.2, C diff HTS 1.4 and Tcruzi prolif 110.1.
For CO[C@H]1CN(C)C(=O)c2ccc(NC(C)=O)cc2OC[C@H](C)N(Cc2cc(F)ccc2F)C[C@@H]1C the results were KDM4C inh -0.6, Pf Dd2 inh -18.3, C diff HTS -2.8 and Tcruzi prolif 6.4.
Screening CCC(=O)N(C)C[C@H]1Oc2cc(C#CCC(C)C)ccc2S(=O)(=O)N([C@H](C)CO)C[C@H]1C returned KDM4C inh -1.5, Pf Dd2 inh -9.0, C diff HTS -13.5 and Tcruzi prolif 41.2.
C[C@H]1CN([C@@H](C)CO)C(=O)c2cccc(N(C)C)c2O[C@@H]1CN(C)C(=O)Nc1ccc(F)cc1 was read as KDM4C inh 1.9, Pf Dd2 inh 8.6 and C diff HTS -2.4.
For C[C@H]1CN([C@@H](C)CO)C(=O)Cc2cc(NC(=O)NC3CCCCC3)ccc2O[C@@H]1CN(C)Cc1ccc(Oc2ccccc2)cc1 the results were KDM4C inh -0.8, Pf Dd2 inh -15.2, C diff HTS 26.1 and Tcruzi prolif 77.8.
Screening CO[C@H]1CN(C)C(=O)c2cc(NS(C)(=O)=O)ccc2OC[C@@H](C)N(C)C[C@H]1C returned KDM4C inh -2.2, Pf Dd2 inh 55.3 and Tcruzi prolif 17.0.
For Cc1nn(C)cc1NC(=O)C[C@H]1CC[C@H]2[C@@H](COc3ccc(NC(=O)C(C)C)cc3C(=O)N2C)O1 the results were KDM4C inh 1.2, Pf Dd2 inh -9.0, C diff HTS 0.6 and Tcruzi prolif 47.9.
Screening O=C(N[C@H]1CC[C@@H](CCn2cc(C3(O)CCCC3)nn2)O[C@@H]1CO)C1CC1 returned KDM4C inh 6.9, Pf Dd2 inh 10.9 and C diff HTS -0.3.
For C[C@@H]1CN([C@H](C)CO)C(=O)c2cc(-c3cccnc3)cnc2O[C@@H]1CN(C)S(C)(=O)=O the results were KDM4C inh -0.2, Pf Dd2 inh 18.7, C diff HTS 1.8 and Tcruzi prolif 18.9.
C[C@H](CO)N1C[C@H](C)[C@H](CN(C)Cc2ccc3c(c2)OCO3)Oc2ccc(NS(=O)(=O)c3ccc(F)cc3)cc2CC1=O was read as KDM4C inh 15.1, Pf Dd2 inh 2.2, C diff HTS -24.6 and Tcruzi prolif 28.8.
For CO[C@H]1CN(C)C(=O)c2cc(NS(=O)(=O)c3cccc(F)c3)ccc2OC[C@H](C)N(C(=O)Cc2cccnc2)C[C@@H]1C the results were KDM4C inh 3.1, Pf Dd2 inh -4.6 and Tcruzi prolif 93.7.
Screening O=C(Nc1cccc(Cl)c1)N1C[C@@H]2[C@H](c3ccccc31)[C@@H](CO)N2CC1CCOCC1 returned KDM4C inh 1.0, Pf Dd2 inh 3.1, C diff HTS 0.3 and Tcruzi prolif -2.4.
For CO[C@H]1CN(C)C(=O)c2cc(NC(=O)Cc3ccccc3)ccc2OC[C@H](C)N(C(C)=O)C[C@@H]1C the results were KDM4C inh 0.2, Pf Dd2 inh 11.5 and Tcruzi prolif 92.4.
For COc1ccc(C#Cc2ccc([C@H]3[C@@H](CO)N4CCCCN(C(=O)Nc5ccccc5F)C[C@H]34)cc2)cc1 the results were KDM4C inh 13.8, Pf Dd2 inh -77.0, C diff HTS 16.1 and Tcruzi prolif 83.6.
For C[C@H](CO)N1C[C@H](C)[C@H](CN(C)CC2CC2)Oc2c(NS(C)(=O)=O)cccc2C1=O the results were KDM4C inh 0.4, Pf Dd2 inh -1.0, C diff HTS 3.5 and Tcruzi prolif 22.4.
C[C@H]1CCCCO[C@H](CN(C)C(=O)Nc2ccc(C(F)(F)F)cc2)[C@@H](C)CN([C@@H](C)CO)C(=O)c2cc(NC(=O)Nc3ccccc3)ccc2O1 was read as KDM4C inh -0.7, Pf Dd2 inh -83.2* and C diff HTS -3.3.
Screening Cc1ccc(S(=O)(=O)Nc2ccc3c(c2)C(=O)N(C)[C@H]2CC[C@@H](CC(=O)NCCc4ccncc4)O[C@@H]2CO3)cc1 returned KDM4C inh 0.9, Pf Dd2 inh -21.2, C diff HTS -2.4 and Tcruzi prolif -40.7.
CN(C)CC(=O)Nc1ccc2c(c1)[C@@H]1C[C@H](CC(=O)NCc3ccccc3F)O[C@H](CO)[C@@H]1O2 was read as KDM4C inh -0.9, Pf Dd2 inh -18.3, C diff HTS -0.2 and Tcruzi prolif 8.2.
Screening C[C@@H]1CN([C@H](C)CO)C(=O)c2ccccc2-c2ccccc2CO[C@@H]1CN(C)Cc1cccc(C(F)(F)F)c1 returned KDM4C inh 0.9, Pf Dd2 inh -76.8 and C diff HTS 40.6.

4 structures from above, ordered by molar mass, low to high:
Screening CO[C@H]1CN(C)C(=O)c2cc(NS(C)(=O)=O)ccc2OC[C@@H](C)N(C)C[C@H]1C returned KDM4C inh -2.2, Pf Dd2 inh 55.3 and Tcruzi prolif 17.0.
For CO[C@H]1CN(C)C(=O)c2cc(NC(=O)Cc3ccccc3)ccc2OC[C@H](C)N(C(C)=O)C[C@@H]1C the results were KDM4C inh 0.2, Pf Dd2 inh 11.5 and Tcruzi prolif 92.4.
Screening C[C@@H]1CN([C@H](C)CO)C(=O)c2ccccc2-c2ccccc2CO[C@@H]1CN(C)Cc1cccc(C(F)(F)F)c1 returned KDM4C inh 0.9, Pf Dd2 inh -76.8 and C diff HTS 40.6.
C[C@H](CO)N1C[C@H](C)[C@H](CN(C)Cc2ccc3c(c2)OCO3)Oc2ccc(NS(=O)(=O)c3ccc(F)cc3)cc2CC1=O was read as KDM4C inh 15.1, Pf Dd2 inh 2.2, C diff HTS -24.6 and Tcruzi prolif 28.8.

Other structures follow.
C[C@@H]1CN([C@H](C)CO)C(=O)c2cc(NC(=O)C3CCCCC3)ccc2O[C@@H](C)CCCCO[C@H]1CN(C)Cc1ccccc1 was read as KDM4C inh 8.3, Pf Dd2 inh -56.4, C diff HTS -3.9 and Tcruzi prolif 98.7.
For Cc1noc(C)c1NC(=O)NCC[C@@H]1CC[C@H](NC(=O)Nc2cccc(Cl)c2)[C@H](CO)O1 the results were KDM4C inh 0.9, Pf Dd2 inh 0.5 and Tcruzi prolif 12.2.
Screening Cc1ccc(S(=O)(=O)Nc2ccc3c(c2)C(=O)N([C@H](C)CO)C[C@H](C)[C@@H](CN(C)C(=O)NC(C)C)O3)cc1 returned KDM4C inh 0.0, Pf Dd2 inh 14.9, C diff HTS 0.3 and Tcruzi prolif 66.2.
For C[C@@H]1CN([C@H](C)CO)C(=O)c2cc(NS(C)(=O)=O)ccc2O[C@H]1CN(C)Cc1ccc(-c2ccccc2)cc1 the results were KDM4C inh -0.5, Pf Dd2 inh -18.8 and C diff HTS -16.8.
`O=C(C[C@@H]1CC[C@@H]2[C@H](COC[C@@H](O)CN2CCC(F)(F)F)O1)NCc1ccc(Oc2ccccc2)cc1` gave C diff HTS -12.5&-16.6 and Tcruzi prolif 76.6.
For CO[C@H]1CN(C)C(=O)c2cc(NC(=O)c3cccc(F)c3)ccc2OC[C@H](C)N(C(C)=O)C[C@@H]1C the results were KDM4C inh 0.9 and Tcruzi prolif 41.0.
For CCCNC(=O)N1CC(=O)N2[C@H](C1)[C@H](c1ccc(-c3ccc(C)cc3)cc1)[C@@H]2CO the results were KDM4C inh -1.2, Pf Dd2 inh -12.0 and C diff HTS 14.1.
Screening C[C@@H]1CN([C@H](C)CO)C(=O)c2cc(C3=CCCC3)cnc2O[C@@H]1CN(C)Cc1ccccc1F returned KDM4C inh -1.3, Pf Dd2 inh 11.4 and C diff HTS 1.8.
CO[C@@H]1CN(C)C(=O)c2cc(NC(C)=O)ccc2OC[C@@H](C)N(S(C)(=O)=O)C[C@@H]1C was read as KDM4C inh 0.6, Pf Dd2 inh 51.1, C diff HTS 2.2 and Tcruzi prolif 1.0.
COc1ccc(C#Cc2cnc3c(c2)C(=O)N([C@H](C)CO)C[C@@H](C)[C@H](CN(C)C(C)=O)O3)cc1 was read as KDM4C inh 0.5, Pf Dd2 inh -15.8, C diff HTS -0.9 and Tcruzi prolif inconclusive.
`CC(C)NC(=O)N1[C@@H]2CN(C(=O)c3ccccc3F)c3ccccc3[C@@H]2[C@@H]1CO` gave KDM4C inh -1.6, Pf Dd2 inh 1.7, C diff HTS -2.3 and Tcruzi prolif -5.2.
C[C@H]1CN([C@@H](C)CO)C(=O)CCCn2cc(nn2)CO[C@@H]1CN(C)C(=O)c1ccccc1 was read as KDM4C inh -0.7, Pf Dd2 inh -9.1&12.5, C diff HTS -3.8 and Tcruzi prolif 15.1&-71.1.
For C[C@@H]1CCCCO[C@H](CN(C)C(=O)Nc2ccc3c(c2)OCO3)[C@H](C)CN([C@H](C)CO)C(=O)c2cc(NS(=O)(=O)c3ccccc3)ccc2O1 the results were KDM4C inh -0.1, Pf Dd2 inh -47.2, C diff HTS 2.3 and Tcruzi prolif 59.6.
Screening CC(C)NC(=O)Nc1ccc2c(c1)CC(=O)N([C@@H](C)CO)C[C@H](C)[C@@H](CN(C)S(=O)(=O)c1ccc(F)cc1)O2 returned KDM4C inh 0.6, Pf Dd2 inh -19.2, C diff HTS 3.1 and Tcruzi prolif 41.4.
`COc1ccc(CN2C[C@@H](O)COC[C@H]3O[C@@H](CC(=O)N(C)C)CC[C@@H]32)cc1` gave KDM4C inh -2.3, Pf Dd2 inh 3.7, C diff HTS -0.7&-5.9 and Tcruzi prolif -4.6.
`CN1C(=O)c2cc(NC(=O)Cc3cccs3)ccc2OC[C@@H]2O[C@H](CC(=O)N[C@H]3CCN(Cc4ccccc4)C3)CC[C@@H]21` gave KDM4C inh -1.3, C diff HTS -8.3 and Tcruzi prolif 94.4.
`C[C@@H]1CN([C@@H](C)CO)C(=O)Cc2cc(NC(=O)CCN3CCOCC3)ccc2O[C@@H]1CN(C)S(=O)(=O)c1ccc(Cl)cc1` gave KDM4C inh -0.2, Pf Dd2 inh -29.2, C diff HTS 14.1 and Tcruzi prolif 29.4.
